Source: PubChem
SENP8 block-1: inhibitors of human SENP8 protease; actives 1.2% (n = 330,000); purified SENP8, Z-RLRGG-aminoluciferin cleavage, luminescence; Q96LD8; AID 2540; inhibition, % at 10 µM; in the data active = inhibition above about 50%
HKDC1 inh: inhibitors of human hexokinase HKDC1. recombinant HKDC1, G6PDH/diaphorase resazurin coupled fluorescence. inhibition, % at 20 µM. actives 0.16% (n = 340,000). AID 493160;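 active = inhibition above about 35% when tested at 20 µM, limit read from the data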;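 also: plate controls were DMSO wells with enzyme for no effect and DMSO wells lacking enzyme for full effect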
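Incubation: 90 min at room temperature in dark / Material: recombinant HKDC1 (HK5) hexokinase enzyme, produced in-house / Quantity: enzyme 5 µg/mL final / Compound: one dose of 20 µM, 1% DMSO / Reagent: glucose and ATP substrates / Buffer or medium: Tris pH 8.0 buffer with MgCl2, Tween-20, BSA, BME / Technique: resorufin fluorescence at 613 nm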
SENP7 inh: inhibitors of human SENP7 protease. recombinant SENP7, Z-RLRGG-aminoluciferin luminescence, 40 min. AID 434973. Q9BQF6. actives 1.5% (n = 330,000). inhibition, % at 5 µM;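 active = inhibition above about 50% at the single test dose, limit read from the data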;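 also: plate controls were DMSO with enzyme for no effect and no enzyme buffer wells for full effect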
SENP1 FRET inh: inhibitors of human SENP1 SUMO protease catalytic domain; inhibition, % at 10 µM; AID 624204; actives 0.21% (n = 360,000); recombinant SENP1 catalytic domain, CyPet-SUMO1-YPet FRET cleavage; Q9P0U3;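 active = inhibition at least 30% at 10 µM, raw YFP signal under a set limit, fluorescence ratio 0.5 to 1.5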;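 also: 0% = enzyme with DMSO and 100% = no enzyme wells; some results filed as inactive read as strong as hits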
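Assay system – human recombinant His6-tagged SENP1 catalytic domain enzyme · Input – SENP1 enzyme, 20 pM final · Buffer or medium – Tris pH 8 buffer plus EDTA, NaCl, BME, BSA, NP40, catalase · Schedule – 50 min reaction at room temperature · Technique – FRET read of cyan and yellow fluorescence · Control set – no-enzyme wells low, DMSO-plus-enzyme wells high control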
Apaf1 inhib: human Apaf-1 inhibition | O14727 | reconstituted apoptosome caspase-3 activity, DEVD-Rh110 fluorescence | inhibition, % at 20 µM | actives 0.71% (n = 330,000) | AID 489030; active = inhibition of at least 40% at 20 µM;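 also: plate controls were DMSO wells for no effect and DEVD-CHO caspase inhibitor wells for full effect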
Target sequence (O14727 whole entry, looked up): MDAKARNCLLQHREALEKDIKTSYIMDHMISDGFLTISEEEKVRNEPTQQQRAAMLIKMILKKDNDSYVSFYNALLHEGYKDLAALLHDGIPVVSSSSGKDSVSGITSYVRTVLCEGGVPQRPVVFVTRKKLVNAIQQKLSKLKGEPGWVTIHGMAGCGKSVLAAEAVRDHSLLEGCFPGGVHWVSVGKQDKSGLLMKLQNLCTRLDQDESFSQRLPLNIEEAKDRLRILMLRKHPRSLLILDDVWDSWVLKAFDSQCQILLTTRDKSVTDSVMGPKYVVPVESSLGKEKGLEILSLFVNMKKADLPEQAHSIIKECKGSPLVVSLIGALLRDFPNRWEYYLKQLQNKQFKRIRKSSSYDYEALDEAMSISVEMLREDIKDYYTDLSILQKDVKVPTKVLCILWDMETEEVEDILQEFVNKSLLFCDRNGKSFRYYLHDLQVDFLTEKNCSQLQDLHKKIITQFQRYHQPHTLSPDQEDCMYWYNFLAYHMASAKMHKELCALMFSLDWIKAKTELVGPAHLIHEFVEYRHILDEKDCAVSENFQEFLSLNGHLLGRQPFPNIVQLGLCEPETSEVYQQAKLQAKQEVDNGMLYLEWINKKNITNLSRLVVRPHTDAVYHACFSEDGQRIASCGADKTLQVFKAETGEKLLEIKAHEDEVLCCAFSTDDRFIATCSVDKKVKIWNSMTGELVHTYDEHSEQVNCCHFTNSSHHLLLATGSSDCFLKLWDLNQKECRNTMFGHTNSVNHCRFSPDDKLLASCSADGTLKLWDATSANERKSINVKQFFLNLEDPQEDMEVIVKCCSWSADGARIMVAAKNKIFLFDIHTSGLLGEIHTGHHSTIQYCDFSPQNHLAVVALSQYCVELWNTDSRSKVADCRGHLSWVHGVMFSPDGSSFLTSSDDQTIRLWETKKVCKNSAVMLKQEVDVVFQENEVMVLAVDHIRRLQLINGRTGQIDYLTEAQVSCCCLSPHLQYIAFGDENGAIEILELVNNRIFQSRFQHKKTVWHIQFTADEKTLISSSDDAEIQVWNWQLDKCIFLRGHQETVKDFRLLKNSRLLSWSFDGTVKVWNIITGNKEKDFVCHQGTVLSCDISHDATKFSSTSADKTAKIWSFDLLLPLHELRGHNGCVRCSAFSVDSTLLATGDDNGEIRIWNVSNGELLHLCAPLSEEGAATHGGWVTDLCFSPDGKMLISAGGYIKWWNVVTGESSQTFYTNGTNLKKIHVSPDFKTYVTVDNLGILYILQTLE
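Medium: Hepes buffer, pH 7.5 / System: biochemical Apaf-1 apoptosome reconstitution / Measured by: Rh110 fluorescence, excitation 480 nm, emission 540 nm / Times: compound with Apaf-1, dATP, procaspase-3 30 min, then 50 min reaction, room temperature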
NLRP3 yeast inh: inhibitors of NALP3 inflammasome in yeast | Yeast reconstituted NLRP3/ASC/caspase-1, beta-gal luminescence, 24 h | inhibition, % at 10 µM | actives 0.39% (n = 330,000) | AID 2825;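 active = inhibition of 50% or more; inactive = inhibition below 50%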;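 also: plate controls were induced DMSO wells for no effect and uninduced yeast grown without galactose for full effect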
SENP6 inh: inhibitors of human SENP6 protease. Q9GZR1. Recombinant SENP6 catalytic domain, aminoluciferin luminescence. inhibition, % at 10 µM. actives 1.8% (n = 330,000). AID 2599;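 active = inhibition above about 50% at the single tested dose, limit read from the data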;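 also: plate controls were DMSO wells with enzyme for no effect and DMSO wells lacking enzyme for full effect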
SENP8 block-2: blocks human SENP8 cleavage of Nedd8 substrate; actives 0.64% (n = 360,000); inhibition, % at 20 µM; AID 602440; recombinant SENP8, Nedd8 substrate fluorescence; in the data active = inhibition mostly above about 40%, no sharp cut-off; inactive = mostly below about 27%
PfGluPho inh: PfG6PD (Plasmodium falciparum) enzyme inhibition; PfGluPho enzyme, NADPH resazurin-diaphorase fluorescence; actives 0.78% (n = 350,000); AID 504690; inhibition, % at 20 µM;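 active = inhibition reaching at least a set limit at 20 µM in the primary screen, cut at about 59% in these data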;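 also: 0% = DMSO wells with substrate and 100% = DMSO wells lacking glucose-6-phosphate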
The depositor's hits bear a star; . = not tested or not shown. Outcome played no part in choosing rows. Share with any hit: about 4.1%.

SMILES | SENP8 block-1 | HKDC1 inh | SENP7 inh | SENP1 FRET inh | Apaf1 inhib | NLRP3 yeast inh | SENP6 inh | SENP8 block-2 | PfGluPho inh
CCOc1ccc(NC(=O)CNc2cccc(S(=O)(=O)N3CCCCCC3)c2)cc1OCC | 5 | 1 | -7 | 2 | 5 | 15 | 2 | 2 | 4
O=C(Nc1cccc(Cl)c1)c1ccc2c(c1)SC1=NS(=O)(=O)CCN12 | . | 9 | . | 1 | . | . | . | 8 | 10
COc1ccc(NC(=O)C(CC(=O)O)Cc2ccccc2)cc1 (stereo not drawn) | 0 | -6 | -2 | 3 | -15 | 10 | 12 | 11 | -11
Cc1cc(C(c2nnnn2Cc2ccccc2)N2CCOCC2)c(C)n1-c1ccc2c(c1)OCO2 (stereo not drawn) | -4 | 9 | -4 | -7 | 19 | 21 | -31 | 15 | 51
O=C1CCC/C(=N\NC(=O)c2ccc(COc3ccccc3-c3ccccc3)cc2)C1 | -5 | -1 | 3 | -35 | 16 | 21 | -8 | -13 | 12
COC(=O)c1ccc(NC(=O)CSc2nnc(-c3ccccc3)n2C)cc1 | -5 | -1 | -1 | 1 | 2 | 22 | 18 | 16 | -24
O=[N+]([O-])c1cnn(-c2nc(-c3cccs3)cc(C(F)(F)F)n2)c1 | 2 | -2 | 3 | 0 | -21 | 6 | 1 | 2 | 1
O=C1CCC[C@@H]2C[C@@]3(C[C@@H]4CCN1[C@H]24)Nc1cc(Cl)c(Cl)cc1NC3=NCc1ccccc1 | . | 13 | . | -1 | . | . | . | 4 | 23
Cc1nnc(SCc2cc(=O)[nH]c(/N=C(\N)Nc3ccccc3)n2)s1 | -1 | 1 | 8 | 1 | -17 | 0 | -18 | 22 | -6
Cc1ccc(S(=O)(=O)N(C)C)cc1NC(=S)N1CCc2ccccc21 | -11 | 2 | -6 | 1 | 2 | 10 | -15 | 15 | 8
CC(C)c1nc(SCC(=O)NCC2CCCO2)c2c(=O)n(C)c(=O)n(C)c2n1 (stereo not drawn) | 5 | -5 | -9 | 3 | -6 | 18 | -12 | -5 | 2
CCc1nnc(NC(=O)c2ccc(-c3ccc(F)cc3)o2)s1 | 4 | 3 | 0 | -1 | -6 | -2 | 2 | -450 | 4
Cn1cnnc1Sc1ccc(C(F)(F)F)cc1[N+](=O)[O-] | 6 | -3 | 5 | 1 | 1 | 8 | 7 | 16 | -2
CCc1cccc(-n2c(SCC(=O)c3c(N)n(C4CC4)c(=O)[nH]c3=O)nnc2N2CCOCC2)c1 | . | 1 | . | 2 | . | . | . | 10 | 8
CN(C(=O)c1cccc(NC(=O)Cc2ccc(NC(=O)C3CCN(C(=O)c4ccccc4)CC3)cc2)c1)C1CCCCC1 | . | 0 | . | 0 | . | . | . | 13 | -20
O=C(N=C1SC2CS(=O)(=O)CC2N1Cc1ccccc1)C1CCCCC1 (stereo not drawn) | -2 | -5 | 1 | -1 | 12 | -7 | 0 | 12 | -6
COc1cccc(CN2CCN(C(=O)CCc3nnc(C4CCCCC4)o3)CC2=O)c1 | -6 | -6 | -3 | 1 | -6 | 12 | -7 | 18 | 8
CCn1nc(NC(=O)c2ccncc2)c2cc3cc(C)ccc3nc21 | -7 | 7 | 14 | -32 | 1 | 32 | -22 | -190 | -3
CC1C=CCC2C(=O)N(c3cc(Cl)ccc3O)C(=O)C12 (stereo not drawn) | -8 | -13 | -6 | 2 | 1 | 14 | -13 | 9 | 6
CCN(CC)CCn1c2c(c(SCC(=O)Nc3cccc4ccccc34)nc1=O)CCCC2 | 4 | 4 | -6 | -1 | 6 | 15 | -11 | -34 | -4
CCOC(=O)c1ccc(CSc2n[nH]c(C)n2)o1 | 6 | -4 | -3 | 1 | -2 | 24 | 2 | 4 | -22
O=C1OC(Nc2ccc(F)cc2F)c2ccccc21 (stereo not drawn) | 6 | -1 | 6 | -2 | -6 | 14 | -13 | 1 | 0
CCN(CC)C(=O)N1c2ccccc2C=Cc2ccccc21 | -3 | 1 | 4 | -1 | 9 | -33 | -4 | 14 | -12
c1ccc(-c2ccccc2OCCCCN2CCCCCC2)cc1 | 4 | -14 | 2 | -1 | 8 | 26 | 10 | 10 | 9
Cc1ccc(S(=O)(=O)/N=C2/NC(=O)/C(=C\c3ccco3)S2)cc1 | 4 | 1 | 9 | 26 | 11 | 3 | -6 | -47 | -10

(listing goes on)
SMILES | SENP8 block-1 | HKDC1 inh | SENP7 inh | SENP1 FRET inh | Apaf1 inhib | NLRP3 yeast inh | SENP6 inh | SENP8 block-2 | PfGluPho inh
Cc1c(CCC(=O)O)c(=O)oc2c(C)c(OCc3ccccc3Cl)ccc12 | -13 | 14 | -4 | -1 | -34 | -20 | -22 | -274 | -14
COc1cc(SC)ccc1C(=O)Nc1c(Cl)cncc1Cl | 7 | -4 | 8 | 1 | 3 | 9 | 0 | -1 | 6
CC(C)(C)N(Cc1ccccc1)C(=O)COC(=O)c1ccc(N2CCCC2=O)cc1 | -15 | -4 | -8 | 1 | 20 | 24 | -2 | 6 | -5
CN(C)S(=O)(=O)c1ccc(C(=O)NNC(=O)C2COc3ccccc3O2)cc1 (stereo not drawn) | 4 | 11 | -4 | -3 | 4 | -4 | 5 | 10 | -14
Cc1ccc(NC(=O)CCC(=O)OCc2ccc(Br)cc2)cc1 | -13 | -2 | -4 | 2 | -46 | 18 | -25 | 29 | 2
CCOc1cccc(CNCc2ccc(C(=O)O)cc2)c1 | -5 | -9 | -2 | 2 | -2 | 8 | -3 | 12 | 3
CCOc1ccc(S(=O)(=O)Nc2ccccc2C(=O)N/N=C/c2c(OC)ccc3ccccc23)cc1 | 6 | -5 | 7 | 2 | -3 | 24 | 1 | -128 | -6
CCc1nccn1S(=O)(=O)c1ccc(OC)c(C)c1C | -1 | 9 | -6 | 0 | -24 | 6 | -17 | -4 | -11
O=C(Oc1cncc(Cl)c1)c1ccco1 | -9 | -1 | -4 | 2 | 0 | 5 | 6 | 18 | 5
CC(C)c1nc2sc3c(c2c(=O)o1)CCCC3 | 3 | 2 | 5 | 0 | 6 | 10 | 31 | 7 | -13
COc1ccc(NC(=O)Cn2c([N+](=O)[O-])cnc2C)cc1Cl | 1 | 0 | 3 | 2 | -7 | 3 | 4 | 28 | -18
C=CCN1C(=O)c2ccccc2NC1c1cc(Br)cs1 (stereo not drawn) | -3 | 3 | 2 | 0 | 7 | 18 | -23 | -232 | -8
COc1ccc(NC2CCCN(C(=O)CSc3ccccc3)C2)cc1 (stereo not drawn) | 5 | 13 | -8 | 2 | -6 | 22 | 22 | 15 | 24
c1cn2c(Nc3ccc4c(c3)OCCO4)c(-c3ccc(N4CCOCC4)cc3)nc2cn1 | 2 | -1 | 3 | -40 | -18 | 0 | -4 | -392 | -5
O=C(CN1C(=O)S/C(=C\c2cccs2)C1=O)Nc1ccc(O)c(C(=O)O)c1 | . | 3 | . | 3 | . | . | . | -3 | -28
CCOC(=O)C1CCCN(C(=O)c2cc(-c3ccccc3)nc3ccccc23)C1 (stereo not drawn) | 1 | -5 | -2 | -1 | 7 | 5 | -11 | 6 | 0
CCCc1cc(=O)[nH]c(SCC(=O)Nc2c(C)cccc2C)n1 | 0 | -14 | 1 | 1 | -10 | 5 | 0 | 6 | -6
N#Cc1ccccc1NC(=O)CSc1n[nH]c(=O)n1C1CC1 | 8 | -4 | 14 | 0 | 2 | 22 | 5 | 18 | -13
CCc1nc(SCC(=O)NCCc2ccccc2)n[nH]1 | 2 | -5 | -4 | 0 | -8 | 3 | -1 | 6 | 9
COc1cc(/C=N/NC(=O)c2cccnc2)ccc1OS(=O)(=O)c1ccc(F)cc1 | -2 | -6 | -7 | 4 | 12 | -5 | -15 | 8 | 13
COC(=O)c1ccc(NC(=O)CCOc2ccccc2)cc1 | 3 | -6 | 5 | -3 | -10 | 24 | -1 | 17 | 19
COC(=O)C(CCC(C(=O)OC)N1C(=O)c2ccccc2C1=O)N1C(=O)c2ccccc2C1=O (stereo not drawn) | . | 0 | . | -1 | . | . | . | 8 | 0
CCOC(=O)c1c(N)sc(=S)c2c1CCC2 | 2 | 10 | 0 | -22 | 17 | -1 | -4 | 9 | 42
COc1cccc(N(CC(=O)N2CCc3ccccc3C2)S(C)(=O)=O)c1 | 4 | -2 | 6 | 0 | 0 | -2 | -6 | 20 | -13
COC(=O)N/N=C/c1cn(Cc2ccccc2F)c2ccccc12 | -6 | 3 | 2 | 1 | 0 | 17 | -7 | 30 | 16

Limited to SENP6 inh, SENP8 block-1 and NLRP3 yeast inh (three entries from above):
structure	SENP6 inh	SENP8 block-1	NLRP3 yeast inh
CCOC(=O)C1CCCN(C(=O)c2cc(-c3ccccc3)nc3ccccc23)C1 (stereo not drawn)	-11	1	5
CCCc1cc(=O)[nH]c(SCC(=O)Nc2c(C)cccc2C)n1	0	0	5
N#Cc1ccccc1NC(=O)CSc1n[nH]c(=O)n1C1CC1	5	8	22

(cont.)
SMILES | SENP8 block-1 | HKDC1 inh | SENP7 inh | SENP1 FRET inh | Apaf1 inhib | NLRP3 yeast inh | SENP6 inh | SENP8 block-2 | PfGluPho inh
CC1Cc2ccccc2N1C(=O)CN(C)CC(=O)Nc1ccc(OC(F)(F)F)cc1 (stereo not drawn) | 6 | 4 | 5 | 0 | 22 | 20 | -6 | -2 | 14
Cc1cccc2cc(C(c3nnnn3CC3CCCO3)N3CCCc4ccccc43)c(=O)[nH]c12 (stereo not drawn) | 10 | 1 | 3 | -31 | 30 | 15 | 3 | -25 | -2
COc1ccc(C)cc1-n1nnnc1SCC(=O)c1cc(C)n(Cc2ccco2)c1C | 5 | 1 | 8 | 1 | 10 | 10 | 5 | 4 | -5
COc1cc(CNCCc2ccc(S(N)(=O)=O)cc2)ccc1OCC(=O)NC(C)(C)C | 4 | -11 | -2 | 1 | -2 | -2 | 6 | 14 | -2
O=C(CC(=O)N/N=C\c1ccc(F)cc1)NCCc1ccccc1 | -11 | 6 | -4 | 0 | 1 | -6 | -29 | 13 | 30
CN(CCC#N)CC(=O)Nc1ccc(S(N)(=O)=O)cc1 | -10 | 18 | 4 | -1 | 0 | 12 | -13 | -6 | -4
CCn1c2ccccc2c2cc(C#N)c(N)nc21 | -3 | -2 | 6 | -13 | 1 | 11 | 0 | -393 | 28
CCn1c(SCC(=O)OC)nnc1C1CCCCC1 | 0 | -4 | 0 | 1 | 0 | 1 | -8 | 0 | 0
O=C(CCN1CCN(S(=O)(=O)c2ccc(Br)cc2)CC1)Nc1ccccc1F | -3 | 0 | -9 | -2 | 22 | 1 | 15 | 14 | 1
CN(C)c1ccc(C=C2SC(=S)NC2=O)cc1 | . | 4 | . | -34 | . | . | . | 39 | -26
Nc1c(C(=O)NCc2ccc(Cl)cc2)sc2nc3c(c(C(F)(F)F)c12)CCC3 | 0 | 0 | -4 | 19 | 13 | 11 | -14 | -1 | 19
COc1ccc(-c2cc(C(=O)NC3CCCC3)no2)cc1OC | -7 | -8 | 1 | 0 | -7 | 14 | 2 | -13 | -1
CC(C)(C)C(=O)N1CCN(c2ccc(NC(=O)c3ccco3)cc2)CC1 | -2 | 0 | 0 | 2 | 4 | 15 | -22 | 2 | 1
